# Source: PubChem BioAssay
# HePTP inh = inhibitors of human HePTP phosphatase; recombinant HePTP phosphatase activity, OD absorbance; hit rate 0.64% among 110,000; P35236; inhibition, % at 20 µM; in the data active means inhibition above about 50%;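 further: plate controls were vehicle for no effect and reference inhibitor for full effect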
# Target sequence (P35236 whole entry, looked up): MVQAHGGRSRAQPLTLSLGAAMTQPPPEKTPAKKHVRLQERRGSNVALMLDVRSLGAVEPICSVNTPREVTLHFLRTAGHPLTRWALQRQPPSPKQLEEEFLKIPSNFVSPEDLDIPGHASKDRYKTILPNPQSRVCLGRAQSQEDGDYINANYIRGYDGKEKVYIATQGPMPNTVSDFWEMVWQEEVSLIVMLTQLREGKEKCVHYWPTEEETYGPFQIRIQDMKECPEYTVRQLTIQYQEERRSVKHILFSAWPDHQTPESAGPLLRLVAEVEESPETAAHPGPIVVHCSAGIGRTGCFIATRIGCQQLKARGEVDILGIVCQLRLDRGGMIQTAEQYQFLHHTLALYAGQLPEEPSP
# BAP1 inh = blocks human BAP1 ubiquitin-AMC hydrolysis; activity remaining (% of control), % at 20 µM; recombinant BAP1, Ub-AMC hydrolysis fluorescence kinetic; active compounds read low; hit rate 0.48% among 72,000;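 active means activity remaining at or below 50% of control, provided the compound also passes the data quality filters; inactive means the rest, including low values that fail the filters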;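 further: 100% = DMSO wells rate and 0% = substrate alone blank rate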
# Target sequence (Q92560 whole entry, looked up): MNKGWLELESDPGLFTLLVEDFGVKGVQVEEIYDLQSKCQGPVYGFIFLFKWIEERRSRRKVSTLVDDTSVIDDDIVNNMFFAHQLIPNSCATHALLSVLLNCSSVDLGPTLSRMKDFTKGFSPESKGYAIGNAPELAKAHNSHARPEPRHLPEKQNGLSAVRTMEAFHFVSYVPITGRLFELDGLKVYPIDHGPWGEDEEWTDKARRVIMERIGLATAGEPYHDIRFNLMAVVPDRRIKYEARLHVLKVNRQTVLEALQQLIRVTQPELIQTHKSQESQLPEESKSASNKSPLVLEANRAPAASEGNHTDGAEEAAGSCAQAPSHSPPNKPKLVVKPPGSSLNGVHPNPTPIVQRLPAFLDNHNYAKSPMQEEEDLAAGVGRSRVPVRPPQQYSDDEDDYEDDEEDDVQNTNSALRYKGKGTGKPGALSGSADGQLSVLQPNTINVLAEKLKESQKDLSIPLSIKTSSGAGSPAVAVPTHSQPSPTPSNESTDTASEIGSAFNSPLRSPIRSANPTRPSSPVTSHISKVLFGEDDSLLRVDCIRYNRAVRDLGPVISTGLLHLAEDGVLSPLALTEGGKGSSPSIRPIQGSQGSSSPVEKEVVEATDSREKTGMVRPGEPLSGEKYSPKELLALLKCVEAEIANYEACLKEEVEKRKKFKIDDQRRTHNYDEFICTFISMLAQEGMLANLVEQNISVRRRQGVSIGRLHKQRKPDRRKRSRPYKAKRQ
# Starred values were filed as active, the others as inactive; . = not tested or not shown; & = joins results of further samples.
# The first 3 entries, ahead of the listing:
HePTP inh | BAP1 inh | structure
0&6 | 97 | COc1ccccc1NC1=NC2(CCCC2)N=C(N)N1
-14 | 87 | CC/C(=C\C(=O)c1cccnc1)Nc1ccc(C)c(C)c1
8 | 79 | CC(C)(C)C1=Nn2c(nnc2-c2ccco2)SC1

# Results, repeating the preview:
HePTP inh | BAP1 inh | structure
0&6 | 97 | COc1ccccc1NC1=NC2(CCCC2)N=C(N)N1
-14 | 87 | CC/C(=C\C(=O)c1cccnc1)Nc1ccc(C)c(C)c1
8 | 79 | CC(C)(C)C1=Nn2c(nnc2-c2ccco2)SC1
-10 | . | COc1ccc(-c2c(C#N)c(N)nc(SCC(=O)c3ccc(O)c(O)c3)c2C#N)cc1
-24 | . | C/C(=N\NC(=O)C(C)Sc1nc(C)cc(C)n1)c1ccccc1O (configuration not stated)
8 | 58 | COC(=O)c1ccc(C(=O)OC)c(NC(=O)c2ocnc2C)c1
. | 94 | CC(C)COC(=O)OCN1C(=O)CN(CCN2CC(=O)N(COC(=O)OCC(C)C)C(=O)C2)CC1=O
4 | 62 | CCc1cccc2c(C#N)cn(CCOc3ccccc3OC)c12
5 | 119 | O=C(Nc1ccc2c(c1)OCCO2)C1CCC1
-4 | . | O=C1NC(=O)N(c2ccccc2)C(=O)/C1=C\c1cccc([N+](=O)[O-])c1
-2 | 84 | O=C(CSc1nnc(-c2ccco2)o1)NC1CC2CCC1C2 (configuration not stated)
4 | 92 | CSc1ccccc1NC(=O)c1cnc2n(c1=O)CCS2
7 | . | COC(=O)c1ccc(N2C(=O)c3ccc4c5c(ccc(c35)C2=O)C(=O)N(c2ccc(C(=O)OC)cc2)C4=O)cc1
7 | . | COc1cccc(N(C(=O)c2cccs2)c2nc3ccccc3s2)c1
6 | . | Cc1ccc(OCC(=O)N/N=C\c2cc(Cl)cc(Br)c2O)cc1
12 | 55 | Cc1cc(=O)[nH]c(N2CCN(C(c3ccccc3)c3ccccc3)CC2)n1
8 | 91 | Nc1nc(N2CCCCC2)nc(N(c2ccccc2)c2ccccc2)n1
6 | . | O=C(c1sc2ccccc2c1Cl)N1CCc2ccccc2C1
5 | . | Cc1ccc(NCCC(=O)c2ccc(Br)cc2)cc1
1 | 104 | C=CCn1c(SCc2nc(N)nc(N(C)C)n2)nnc1-c1cccnc1
2 | 81 | COCc1[nH]nc2c1C(c1ccc(OC)cc1)C(C#N)=C(N)O2 (configuration not stated)
6 | 80 | CCCOc1ccc2ccccc2c1/C=N/n1c(C)nnc1-n1nc(C)cc1C
-9 | . | CN1CCOCCOCCN(C)C1=O
-8 | . | CCOC(=O)c1c(-c2ccccc2)oc2ccc(OC(=O)c3cccc([N+](=O)[O-])c3)cc12
-3 | . | O=C(NCC12CC3CC(CC(C3)C1)C2)N1CCOCC1
-6 | 131 | C=CCOc1nc2c(c(=O)n(C)c(=O)n2C)n1Cc1c(Cl)cccc1Cl
2 | . | CCOC(=O)C1=C(O)/C(=C/c2cc(OC)c(OC)c(OC)c2)SC1=Nc1ccc(C)cc1
11 | 100 | COc1ccccc1-c1cc(C(=O)NCCCn2ccnc2)no1
12 | . | O=[N+]([O-])c1ccc(N2CCCC2)c(Cl)c1N1CCCC1
-22 | . | O=C(Nc1ccc(-c2ccc(Cl)cc2)cc1)C1CC1
-3 | . | Cc1cc(C)n(-c2ccc3cccc([N+](=O)[O-])c3n2)n1
-12 | . | CCOc1cc(C=O)c(Br)cc1O
-5 | . | COc1cc(NC(=O)c2ccccc2[N+](=O)[O-])cc(OC)c1
-1 | . | CCOC(=O)c1c(NC(=O)c2cc3ccccc3oc2=O)sc(C(=O)CC)c1C
7 | . | COc1ccc(S(=O)(=O)NCCc2ccccc2)cc1OC
-6 | . | COC(=O)CN1C(c2ccccc2)=Nc2ccc(Br)cc2C1c1ccccc1 (configuration not stated)
15 | . | Cc1cc(O)ccc1N=Cc1ccc(N2CCOCC2)cc1
5 | 128 | O=C(NCc1ccc(N2CCCC2=O)cc1)NC1CCCCC1
3 | 119 | CCOC(=O)N1CCC(Nc2c(NCCCOC)c(=O)c2=O)CC1
-5 | 92 | Cc1c(C#N)c(N=CN(C)C)c(C(=O)c2ccccc2)n1-c1ccccc1
-6 | . | CCOC(=O)c1c(N)sc2c1CC(C(C)C)OC2 (configuration not stated)
-12 | . | COc1ccccc1C(=O)O/N=C1/C(=O)N(C)c2ccccc21
2 | 116 | Cc1cc(C)n(-c2ccc(C(=O)Nc3nnc(C4CC4)s3)cc2)n1
3 | 100 | CCOC(=O)c1cc2c(ccn2C)n1CC(=O)N1CCC(Cc2ccccc2)CC1
10 | . | Cc1ccc(CN2CCN(N=Cc3ccc(C)s3)CC2)c(C)c1
-8 | . | COCCN1C(=O)C(=O)/C(=C(/O)c2ccccc2)C1c1ccc(O)c(OC)c1 (configuration not stated)
-3 | . | Cc1ccc(-c2csc(NC(=O)CCc3ccccc3)n2)cc1
3 | . | CC(=O)C12c3ccccc3C(c3ccccc31)C1C(=O)N(c3cccc(C(F)(F)F)c3)C(=O)C12 (configuration not stated)

# In a second layout: entries from further up.
> CCOC(=O)C1=C(O)/C(=C/c2cc(OC)c(OC)c(OC)c2)SC1=Nc1ccc(C)cc1
  HePTP inh: 2
  BAP1 inh: .

> COc1ccccc1C(=O)O/N=C1/C(=O)N(C)c2ccccc21
  HePTP inh: -12
  BAP1 inh: .

> COCc1[nH]nc2c1C(c1ccc(OC)cc1)C(C#N)=C(N)O2 (configuration not stated)
  HePTP inh: 2
  BAP1 inh: 81

> CCOc1cc(C=O)c(Br)cc1O
  HePTP inh: -12
  BAP1 inh: .

# (next part)
HePTP inh | BAP1 inh | structure
10 | 115 | O=S(=O)(NCc1cccnc1)c1cccs1
4 | . | C/C(=N\NC(=O)c1[nH]nc(-c2ccccc2)c1C)c1ccc(O)cc1
-13 | . | CCOc1ccc(S(=O)(=O)Nc2ccccn2)c2ccccc12
4 | 107 | CCCN(CCC)CCCNS(=O)(=O)c1ccc2c(c1)oc(=O)n2C
-10 | . | Cc1ccc(C)c(NC(=O)CN(c2ccc(Br)cc2)S(C)(=O)=O)c1
6 | 111 | CCOCCCn1c(SCC(=O)NC(C)(C)C)nc2ccccc2c1=O
. | 129 | CC(C)Cn1c(N)c(C(=O)COC(=O)c2cc(-c3ccco3)nc3ccccc23)c(=O)n(C)c1=O
-7 | 93 | CCC(C)Sc1nnc(Cc2cc(=O)[nH]c(=O)[nH]2)n1-c1ccc(F)cc1 (configuration not stated)
4 | 113 | Cc1ccc2cc(CN(CC3CCCO3)S(=O)(=O)c3ccc4c(c3)OCCO4)c(=O)[nH]c2c1C (configuration not stated)
-6 | 106 | COC(=O)C1=C(C)N(C)C(C)=C(C(=O)OC)C1c1ccc(OC)cc1OC
-12 | . | Cc1ccc(C(=O)NCc2ccccc2)cc1S(=O)(=O)N1CCCCC1
. | 78 | CC1CCc2cc(F)ccc2N1C(=O)Nc1cccc(Cl)c1 (configuration not stated)
9 | . | Cc1ccc(C)c(OCC(O)CN2CCN(Cc3ccccc3)CC2)c1 (configuration not stated)
0 | 105 | C=CCn1c(=N)n(CC(O)COc2ccc(OC)cc2)c2ccccc21 (configuration not stated)
0 | . | Cc1c(Br)c(C(F)(F)F)nn1CC(=O)N1CCc2ccccc2C1
. | 78 | COc1ccccc1C(=O)Oc1cccc(N2C(=O)C3CCCCC3C2=O)c1 (configuration not stated)
11 | 135 | COc1ccc(Cn2nnnc2CN(Cc2cc3cc(C)ccc3[nH]c2=O)C2CCCC2)cc1
. | 103 | COc1ccc2ccccc2c1-c1csc(N)n1
9 | 106 | N#Cc1c(NC(=O)CN2CCN(C(=O)c3ccco3)CC2)sc2c1CCCCC2
-9 | . | C=CCN1C(=O)NC(=O)/C(=C/c2ccc(OC)c(OCc3ccc(Cl)cc3)c2)C1=O
0 | 104 | O=C(C1CCCO1)N1CCN(Cc2nc3ccccc3c(=O)[nH]2)CC1 (configuration not stated)
3 | 89 | OCC12COC(c3ccccc3)N1C(c1ccccc1)OC2 (configuration not stated)
14 | 98 | CCOC(=O)c1ccc(NC2OC(=O)c3ccccc32)cc1 (configuration not stated)
. | 100 | CCC(Sc1nc2n[nH]c(C)c2c(=N)n1-c1ccc(C)c(Cl)c1)C(=O)N1CCOCC1 (configuration not stated)
-5 | . | CCN(CC)CC#CC(C)(C)OC(C)=O
9 | 66 | CCOC(=O)CSc1nc2c(sc(=S)n2Cc2ccco2)c(=O)n1-c1ccc(F)cc1
-7 | 98 | CN1C(=O)NC(c2ccccc2)C2=C1CN(Cc1ccco1)C2=O (configuration not stated)
-4 | 95 | COC(=O)c1ccc(CSc2ncnc3c2oc2ccccc23)o1
12 | . | N#C/C(=C\c1ccc(Cl)cc1Cl)c1nc(-c2ccc(Br)cc2)cs1
11 | . | CCOC(=O)C(Oc1cc2oc(=O)c3c(c2cc1Cl)CCCC3)c1ccccc1 (configuration not stated)
5 | 104 | O=C(NCc1ccco1)c1cc(-c2ccccc2)c(N2CCOCC2)s1
-4 | . | N/C(=N\OC(=O)c1ccc(I)cc1)c1ccc(Cl)cc1
11 | . | O=C(Cc1ccccc1)Nc1cccc(-c2nnc(-c3cccc(NC(=O)Cc4ccccc4)c3)o2)c1
-3 | . | Cc1ccc2nc(-c3ccc(N=Cc4cccc(O)c4O)cc3)sc2c1
3 | . | CC(C)c1ccc(N(CC(=O)N(C)Cc2ccccc2)S(=O)(=O)c2ccccc2)cc1
0 | . | C/C(=N\N=C1\NC(=O)C(CC(=O)Nc2ccc(Cl)cc2Cl)S1)c1ccc(F)cc1 (configuration not stated)
3 | 89 | COc1cccc(NS(=O)(=O)c2nc3nc(C)cc(C)n3n2)c1
-7 | 105 | Cc1cc(C(=O)CC#N)c(C)n1-c1ccc(OC(F)F)cc1
7 | 71 | Cc1c(N=Cc2ccco2)c(=O)n(-c2ccccc2)n1C
8 | . | CCN(CC)CCCCCCOc1ccccc1C(C)(C)C
6 | . | Cc1nc(-c2ccccc2)nc(N/N=C/c2ccc(N(C)C)cc2)c1C
5 | . | Nc1ccc2nc(SCC(=O)Nc3ccc4nc(SCC(=O)NC5CC5)sc4c3)sc2c1
4 | . | CC1(C)CC(=NNC(=O)c2ccc(Br)o2)CC(C)(C)N1
5 | . | CCCOC(=O)c1ccc(NC(=O)c2cc3ccccc3oc2=O)cc1
-2 | . | N/C(=N\S(=O)(=O)c1ccccc1)c1ccc(Cl)cc1
-2 | . | Cc1ccnc(N2C(=O)c3ccc(C(=O)c4ccc5c(c4)C(=O)N(c4cc(C)ccn4)C5=O)cc3C2=O)c1
. | 92 | CN1CCc2c(sc3c2C(=O)NC(c2ccc(O)cc2)N3)C1 (configuration not stated)
3 | 105 | O=S(=O)(Nc1ccc2c(c1)OCO2)c1cccs1

# Record cards (already shown):
# CN1CCc2c(sc3c2C(=O)NC(c2ccc(O)cc2)N3)C1 (configuration not stated) in the list: HePTP inh = .; BAP1 inh = 92
# Cc1c(N=Cc2ccco2)c(=O)n(-c2ccccc2)n1C in the list: HePTP inh = 7; BAP1 inh = 71

# (continued)
HePTP inh | BAP1 inh | structure
3 | . | CCN(CC)CCSc1nc2sc3c(c2c(=O)n1-c1ccccc1)CC(C)(C)OC3
3 | . | O=S(=O)(Cc1ccccc1)N1CCN(c2ccc(F)cc2)CC1
9 | . | Cc1ccc([N+](=O)[O-])cc1/C=N/NC(=O)CSCC(=O)Nc1ccccc1
4 | . | COc1ccc(OC)c(N(CC(N)=O)S(C)(=O)=O)c1
4 | . | O=c1[nH]cc(NN=c2c(=O)c3ccccc3c2=O)c(=O)[nH]1
3 | 74 | CC(=O)C1=C(O)C(=O)N(CCc2c[nH]c3ccccc23)C1c1ccco1 (configuration not stated)
2 | . | CCCC12C(=O)C(C)(C(c3ccccc3)=C1c1ccccc1)C1C(=O)N(c3cccc(Br)c3)C(=O)C12 (configuration not stated)
4 | . | COc1ccccc1-c1nc(C#N)c(N2CCN(c3ccccc3)CC2)o1
0 | 90 | C=CCn1c(SCC(=O)N2CCN(c3ccc(F)cc3)CC2)nnc1-c1ccco1
13 | . | COc1cc(/C=C2\C(=O)NC(=O)N(C)C2=O)ccc1OCc1ccc(C(=O)O)cc1
-5 | 74 | CCc1cc2c(NCCC(=O)O)nc(C)nc2s1
4 | 109 | CCOC(=O)C1CCCN(C(=O)Cn2cnc3c2c(=O)n(C)c(=O)n3C)C1 (configuration not stated)
. | 82 | O=C(O)C1CCN(S(=O)(=O)c2ccccc2[N+](=O)[O-])CC1
6 | 65 | O=C(O)C1(NS(=O)(=O)c2ccc(F)c(Cl)c2)CCCCC1
8 | . | O=C(NNC(=O)c1ccco1)c1cccc(I)c1
6 | . | CCCS(=O)(=O)c1c(S(=O)(=O)CCC)c2cc(-c3ccncc3)ccn2c1C(=O)c1ccc(OC)cc1
0 | . | CC(C)NC(=O)c1cnn2c1NC(c1ccc(Br)cc1)CC2C(F)(F)F (configuration not stated)
8 | . | Cc1ccccc1C(=O)NNC(=S)Nc1ccccc1
5&1 | 93 | CN1CCN(C(=O)c2ccccc2NC(=O)Cc2ccccc2)CC1
-7 | 102 | CCc1nnc(NC(=O)CSc2nnc(CSc3nc(C)cc(C)n3)n2CC)s1
9 | 102 | Cc1ccc(-c2nnn(CC(=O)NCC3COCCO3)n2)o1 (configuration not stated)
-1 | . | CCCn1cc(S(=O)(=O)CC(=O)N2CCc3ccccc32)c2ccccc21
-6 | 76 | O=C(c1ccccc1)c1ccc(CN2C(=O)c3ccccc3C2=O)o1
10 | 97 | CCCn1c(NCc2ccc(C)o2)nc2ccccc21
12 | 91 | Cc1cc(C)c2ccc(C)[n+]([O-])c2c1O
7 | 102 | CCCCCCN1C(=O)C(O)=C(C(C)=O)C1c1ccc(Cl)cc1 (configuration not stated)
-7 | . | O=C1/C(=C/c2cn(Cc3ccccc3Cl)c3ccccc23)Sc2ccccc21
-8 | 97 | CN(C)S(=O)(=O)c1ccc(C(=O)Oc2ccccc2)cc1
3 | . | CCCOC(=O)c1ccc(NC(=O)c2c(-c3c(Cl)cccc3Cl)noc2C)cc1
2 | 78 | CCc1c(C)sc(NC(=O)c2ccco2)c1C(=O)N1CCCCC1
